# GSK3B inh: inhibitors of human GSK3beta kinase. activity score (negative = inhibition), % at 10 µM. GST-GSK3beta kinase, ADP-Glo luminescence, 60 min; hits give low values. hit rate 0.038% among 300,000. P49841;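 active = more than half of replicate wells score below -50%, meaning over 50% inhibition versus plate controls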;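 note: 0% = median DMSO wells and -100% = median GW8510 positive control wells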
# Target sequence (P49841 whole entry, looked up): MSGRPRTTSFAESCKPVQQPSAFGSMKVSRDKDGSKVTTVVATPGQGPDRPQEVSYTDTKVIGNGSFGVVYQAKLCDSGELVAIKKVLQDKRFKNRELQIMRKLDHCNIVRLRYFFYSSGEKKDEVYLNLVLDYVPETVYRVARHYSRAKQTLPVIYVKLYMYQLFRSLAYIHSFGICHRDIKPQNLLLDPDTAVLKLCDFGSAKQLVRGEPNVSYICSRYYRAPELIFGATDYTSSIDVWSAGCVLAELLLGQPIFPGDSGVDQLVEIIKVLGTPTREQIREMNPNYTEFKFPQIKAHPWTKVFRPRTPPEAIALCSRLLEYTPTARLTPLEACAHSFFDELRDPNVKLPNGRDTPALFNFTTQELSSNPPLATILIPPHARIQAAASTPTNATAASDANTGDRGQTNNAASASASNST
#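 test system = GST-tagged human GSK3beta kinase, cell-free | reagent = 25 µM ATP with peptide substrate | dosing = one dose of 10 µM per compound | schedule = 60 min reaction, RT | detection = luminescent ADP-Glo measurement of ADP formed | control set = DMSO neutral wells and GW8510 at 20 µM as positive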
# HSF1 inhib: HSF1 inhibition. NIH3T3-HGL HSE-luciferase, MG132-induced, luminescence 8 h; hits give low values. activity change, negative = inhibition, % at 7.5 µM (by protocol). hit rate 0.77% among 300,000. AID 2098;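 active = more than half of replicate wells show activity change below -50%, luminescence cut by over half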;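 note: luciferase reports HSF-1 transcriptional activity via heat shock element; 0% = median of DMSO wells and -100% = zero luminescence signal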
# HIF act: HIF pathway transcriptional activation | U2OS HRE-luciferase reporter, luminescence; normalized: DMSO 0%, desferrioxamine 100% | activation, % at 7.5 µM (by protocol) | hit rate 0.32% among 300,000 | AID 1910;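 active = mean activation of at least 10% of the iron chelator positive control signal, with at least half of replicates also reaching 10%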
# HSP90 inh: blocks HSP90-mediated luciferase refolding in reticulocyte lysate; AID 1789; hit rate 0.91% among 290,000; inhibition, % at 5.6 µM; Rabbit reticulocyte lysate, luciferase refolding luminescence, 3 h;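 active = inhibition above the screen-wide mean plus 3 SD, computed separately per campaign, cut at about 16% in these data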;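 note: 0% = DMSO wells and 100% = 60 µM geldanamycin wells; inhibitors lower the luminescence because luciferase stays unfolded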
# AI-2 QS mod: modulates the Vibrio harveyi AI-2 quorum sensing system; AID 2094; activity change, % at 7.5 µM; hit rate 0.4% among 300,000; Vibrio harveyi JMH597 AI-2 luminescence/OD600 ratio, 9 h; hits give low values; strain lacks LuxN and CqsS sensors; 0 = neutral-control median; in the data active = activity change below about -75%, passing the limit was not always enough;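 note: luminescence divided by OD600 gain over 9 h not by final OD600 alone; inactives centre near 13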
# GSK3 alpha inh: blocks human GSK-3 alpha kinase; P49840; ADP-Glo luminescence, 60 min; inhibition, % at 10 µM; hit rate 0.1% among 320,000; AID 2650;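 in the data active = inhibition above about 50%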;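 note: GST-tagged GSK-3 alpha with peptide substrate and 25 µM ATP; 0% = DMSO neutral wells and 100% = GW8510 positive control wells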
# Target sequence (P49840 whole entry, looked up): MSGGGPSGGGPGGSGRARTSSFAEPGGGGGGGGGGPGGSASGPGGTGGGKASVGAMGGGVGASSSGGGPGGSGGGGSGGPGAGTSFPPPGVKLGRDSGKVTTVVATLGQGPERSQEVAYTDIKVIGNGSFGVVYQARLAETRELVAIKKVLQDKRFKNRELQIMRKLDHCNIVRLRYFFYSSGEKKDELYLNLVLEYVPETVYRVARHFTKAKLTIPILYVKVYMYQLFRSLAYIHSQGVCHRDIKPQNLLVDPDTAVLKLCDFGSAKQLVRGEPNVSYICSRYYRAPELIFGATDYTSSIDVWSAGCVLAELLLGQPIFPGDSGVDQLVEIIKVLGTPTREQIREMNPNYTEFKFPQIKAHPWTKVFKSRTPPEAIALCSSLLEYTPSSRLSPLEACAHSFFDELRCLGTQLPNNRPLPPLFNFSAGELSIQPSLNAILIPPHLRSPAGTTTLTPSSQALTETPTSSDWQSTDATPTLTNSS
# aSyn UTR inh: MLPCN primary screen, SNCA 5' untranslated region | hit rate 0.82% among 300,000 | alpha-synuclein 5'UTR reporter, inhibitor activity | inhibition, % (tested at 7.5 µM); in the data active = inhibition above about 60%;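 note: H4 neuroglioblastoma cells stably carrying SNCA 5'UTR luciferase fusion; 0% = DMSO wells and 100% = positive control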
# HSF-1 act: increases HSF-1 driven luciferase reporter signal; NIH3T3-HGL HSF-1 luciferase reporter, MG132, 8 h; 100% = twice DMSO control signal; activation, % at 9 µM; hit rate 1.7% among 300,000; AID 504408;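 active = mean replicate activation of at least 50% with a set share of replicates each reaching 50%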;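 note: 0% = median of the neutral control wells and 100% = twice that signal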
# IEC-6 tox: counter-screen for KLF5 inhibitors: cytotoxicity in IEC-6 cells. IEC-6 cytotoxicity, luminescence viability. hit rate 0.78% among 290,000. inhibition, % at 5 µM; in the data active = inhibition above about 22%;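 note: 0% = plate median of test compound wells and 100% = cytotoxic reference compound wells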
# KLF5 inhibitor: suppresses KLF5 promoter-driven expression; DLD-1 KLF5 promoter-luciferase reporter, luminescence; inhibition, % at 5 µM; hit rate 0.23% among 290,000; AID 1700;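 active = inhibition above a per-plate limit of that plate's mean compound inhibition plus 3 SD, cut at about 60% in these data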;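 note: 0% = DMSO wells and 100% = LY294002 at 200 µM; higher means less KLF5 promoter-driven luciferase light; inactives centre near -14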
# * marks the source's active call; other numbers are inactive results; · = not tested or not shown.
SMILES,GSK3B inh,HSF1 inhib,HIF act,HSP90 inh,AI-2 QS mod,GSK3 alpha inh,aSyn UTR inh,HSF-1 act,IEC-6 tox,KLF5 inhibitor
COc1ccccc1CNC(=O)/C=C/c1ccc(S(=O)(=O)NCc2ccco2)cc1,-3,5,-0.1,-1,26,·,-43,8,0,-3
COCCCNC(=O)c1c(-c2ccccc2)noc1C,0,-6,-0.1,0,16,-4,14,-3,5,3
Fc1cccc(/C=C2\CCCC3=C2NC(=S)NC3c2cccc(F)c2)c1 (stereo unspecified),2,-1,-0.1,-2,25,-1,3,0,-7,-6
Cc1ccc(Nc2nc(Cl)nc(NC(C)(C)C)n2)cc1,0,14,-15,-1,18,-1,-154,31,9,-117
Cc1cc2occ(CC(=O)NNC(=O)c3ccccc3)c2cc1C,7,-3,0.0,2,0,-1,1,-1,3,-16
COc1cccc(NC(=O)c2ccccc2-c2nc(-c3ccccc3)no2)c1,0,·,·,0,19,-1,·,·,3,-39
COc1ccc(Cl)cc1NC(=O)CSc1nc(C)cc(C)n1,-2,13,-0.3,4,16,0,7,7,-1,-25
CC(=O)Nc1ccc(NC(=O)CCS(=O)(=O)c2ccc3c(c2)oc(=O)n3C)cc1,0,3,-0.1,-5,12,0,16,-8,-3,2
COc1ccc(NC(=O)CSc2nnc(Cc3ccccc3)c(=O)n2N)c(OC)c1,-3,2,0.0,·,32,-3,4,0,·,·
COc1ccc(C(=O)C2CCCN(C(=O)c3cccnc3OC)C2)cc1F (stereo unspecified),-5,·,0.0,-1,15,0,22,·,5,-25
O=C(Nc1cccc(F)c1)N1CCCC(CNS(=O)(=O)Cc2ccccc2)C1 (stereo unspecified),0,-2,0.5,-2,6,0,9,-6,-2,0
CCc1ccc(OCC(=O)N/N=C(\C)c2ccc(-n3ccnc3)cc2)cc1,1,0,0.5,0,10,0,-25,3,6,-5
CCCCn1c(N)c(N(CCOC)C(=O)COC(=O)COc2c(C)cc(C)cc2C)c(=O)[nH]c1=O,1,-1,-1.5,·,10,-3,10,-3,·,·
COC(=O)c1oc2ccc(Br)cc2c1NC(=O)CN1CCN(C)CC1,5,-2,-0.1,2,28,-2,6,14,-2,-10
C/C=C/C=C/C(=O)N1CC2(CC(c3cccc(NC(=O)/C=C/C)c3)=NO2)C[C@@H]1C(N)=O (stereo partly specified),0,1,0.0,·,13,0,6,5,·,·
CN1CCN(CCCNC(=O)CCc2nnc3n(Cc4ccccc4Cl)c(=O)c4ccccc4n23)CC1,2,-1,-0.7,-1,45,1,4,2,-4,-19
COc1ccccc1-c1nc(-c2cccc(C)c2)no1,-1,7,0.1,5,10,0,-32,40,3,-51
CN1CCN(Cc2cccc(Oc3ccccc3)c2)CC1,-1,-1,-0.2,7,21,-2,47,-2,2,-3
Cn1c(CCNC(=O)c2ccccc2)nc2ccccc21,1,8,-0.2,6,13,-4,0,7,-1,-6
CC(C)CCNC(=O)NC(=O)COC(=O)C1CCN(S(=O)(=O)c2ccccc2F)CC1,0,-15,0.0,4,7,1,-6,-9,5,-21
O=C(CSc1nc2ccccc2c(=O)n1-c1ccccc1)NCC1CCCO1 (stereo unspecified),1,-8,-3.3,-4,14,-1,16,0,3,-12
CCCCNC(=O)N1CCCN(c2ccc(C#N)cn2)CC1,0,5,-25,-1,4,2,5,46,-5,11
COc1ccc(CN2CCCC(C(=O)N3CCCCC3)C2)cc1 (stereo unspecified),1,-4,-1.7,3,22,-1,-20,-7,-5,-57
COc1ccc(CCNC(=O)CCCn2nc(C)n3ccnc3c2=O)cc1OC,-2,-3,-0.1,-2,10,1,-19,-21,-2,-5
COCCCNC(=S)NC(=O)c1ccccc1,-1,3,3.2,-5,18,-4,-89,18,2,13

# Full records from above.
# CCc1ccc(OCC(=O)N/N=C(\C)c2ccc(-n3ccnc3)cc2)cc1 in the list: GSK3B inh: 1; HSF1 inhib: 0; HIF act: 0.5; HSP90 inh: 0; AI-2 QS mod: 10; GSK3 alpha inh: 0; aSyn UTR inh: -25; HSF-1 act: 3; IEC-6 tox: 6; KLF5 inhibitor: -5
# COCCCNC(=O)c1c(-c2ccccc2)noc1C in the list: GSK3B inh: 0; HSF1 inhib: -6; HIF act: -0.1; HSP90 inh: 0; AI-2 QS mod: 16; GSK3 alpha inh: -4; aSyn UTR inh: 14; HSF-1 act: -3; IEC-6 tox: 5; KLF5 inhibitor: 3

# The listing continues:
SMILES,GSK3B inh,HSF1 inhib,HIF act,HSP90 inh,AI-2 QS mod,GSK3 alpha inh,aSyn UTR inh,HSF-1 act,IEC-6 tox,KLF5 inhibitor
CC(C)(C)c1ccc(/C=C2\Oc3c(ccc(O)c3CN3CCN(CCO)CC3)C2=O)cc1,1,2,-0.1,0,5,22,-16,0,0,-16
N#C/C(=C\c1ccncc1)c1ccc(NC(N)=O)cc1,0,5,-0.1,-2,17,-1,-53,18,1,-41
CC(C)(C)c1ccc(C(O)CCCN2CCC(C(O)(c3ccccc3)c3ccccc3)CC2)cc1 (stereo unspecified),-1,12,-3.4,9,18,3,111*,26,3,-3
CC1CCCCC1NC(=O)CN1CCC(NC(=O)c2cccc(F)c2)CC1 (stereo unspecified),-1,-3,-0.2,5,-1,-1,15,16,2,-10
Clc1ccc(-c2nnc(C3CC3)o2)cc1,-4,-2,0.2,-5,11,-6,-35,14,1,-7
Cc1c(C(=O)Nc2ccc(OCc3ccccc3)cc2)cccc1[N+](=O)[O-],3,-11,0.1,-2,5,-2,20,-12,2,-28
O=C(CCC1CCCC1)N1CCC(N2CCN(c3ccccc3)CC2)CC1,2,-8,-0.2,1,6,-2,10,0,3,-17
O=C(CSc1nc2ccncc2[nH]1)Nc1ccccc1C(F)(F)F,-2,-1,-0.2,3,19,1,19,-2,-4,3
Cc1nc(-c2ccc(Cl)cc2)sc1C(=O)CBr,2,30,0.9,1,2,-2,-34,75*,8,-31
Cc1ccc([N+](=O)[O-])cc1NC(=S)NC(=O)c1ccco1,1,-7,-0.3,3,17,-1,-61,-11,-4,-8
Cc1cc(C(C)(C)C)cc(S(=O)(=O)Nc2ccc(C(=O)O)cc2)c1C,3,-4,-0.7,-2,2,-4,-12,-1,-1,-3
Cc1ccc(C(=O)NC2CCCCCC2)o1,0,-5,1.2,1,9,-3,-4,6,-4,-14
O=C(NCc1cccs1)c1cc(-c2ccccn2)nc2ccc(Br)cc12,-2,1,-0.9,0,-1,0,31,-3,2,-11
O=C(COc1ccc(S(=O)(=O)N2CCOCC2)cc1)N1CCc2ccccc2C1,3,0,-0.2,1,11,-2,10,4,2,5
CC(Oc1ccccc1Cl)C(=O)N(Cc1cccs1)C1CCS(=O)(=O)C1 (stereo unspecified),-1,0,-0.1,-4,14,-1,20,6,6,-12
O=C(Nc1ccc(F)cc1)C1CC(=O)N(Cc2ccco2)C1 (stereo unspecified),3,-3,-0.3,-2,27,0,9,-12,-4,6
S=c1[nH]ccn1-c1cccc(Cl)c1,9,-11,-0.1,0,12,4,6,-15,4,5
COc1ccccc1N1CCN(C(=O)C2CCN(C(=O)c3ccccc3C)CC2)CC1,1,-1,1.4,3,13,1,12,-13,-4,-16
COc1ccc(S(=O)(=O)N2CCN(c3ccccc3OC)CC2)cc1,-2,2,-0.4,-2,16,-1,9,7,-2,11
O=C(NC(=S)NCc1ccco1)c1ccccc1,0,5,-0.1,0,4,-3,19,11,4,-33
CC(C)(C)OC1NS(=O)(=O)OCC1NCOC(Cl)(Cl)Cl (stereo unspecified),2,2,0.7,-1,12,3,-12,-12,0,-14
CCC1CCCCN1S(=O)(=O)c1ccc(NC(=O)CSc2ncccc2C(=O)O)cc1 (stereo unspecified),3,-4,-0.4,3,42,·,-16,9,-2,2
Cc1cc(C)n2nc(SCc3cc(=O)oc4cc(C)c(C)cc34)nc2n1,-3,-1,-0.1,4,20,-3,18,28,3,-21
C=CCn1c(CCNC(=O)c2ccccc2F)nnc1SCc1nc2ccccc2c(=O)[nH]1,-7,-3,-0.8,2,8,0,11,-18,5,-8
Cc1ccc(NC(=O)N2CCCC2C(=O)Nc2ccc3c(c2)OCCO3)cc1 (stereo unspecified),-2,2,-0.1,1,16,-1,-14,6,-1,6

# Structures above marked active in HSF-1 act:
SMILES	GSK3B inh	HSF1 inhib	HSP90 inh	AI-2 QS mod	GSK3 alpha inh	aSyn UTR inh	HSF-1 act	KLF5 inhibitor
Cc1nc(-c2ccc(Cl)cc2)sc1C(=O)CBr	2	30	1	2	-2	-34	75*	-31

# Single values from the entries so far:
# COc1ccccc1N1CCN(C(=O)C2CCN(C(=O)c3ccccc3C)CC2)CC1 in IEC-6 tox = -4
# Cc1nc(-c2ccc(Cl)cc2)sc1C(=O)CBr in aSyn UTR inh = -34

# (continued)
SMILES,GSK3B inh,HSF1 inhib,HIF act,HSP90 inh,AI-2 QS mod,GSK3 alpha inh,aSyn UTR inh,HSF-1 act,IEC-6 tox,KLF5 inhibitor
CC(C)(C)n1cnc2cc(NC(=O)c3cccs3)ccc21,-5,18,1.6,4,-8,1,-134,38,-4,-122
COc1ccc(OC)c(NC(=O)c2ccc(OC3CSC3)cc2)c1,0,7,1.0,0,-4,-1,-29,-2,2,6
O=C(NNC(=O)C12CC3CC(CC(Cl)(C3)C1)C2)c1csc(N2CCOCC2)n1,-5,0,-0.3,-2,12,0,2,-4,-2,-32
Cc1cc(N2CCN(S(=O)(=O)c3ccc(C)c(C)c3)CC2)c2ccccc2n1,-4,1,-0.5,8,17,0,30,26,-2,5
CCOCCCn1c(SCc2nc3ccccc3s2)nc2ccccc2c1=O,-3,-8,1.2,0,27,0,-78,-4,-2,-25
O=C(C1CCCC1)N1CCN(S(=O)(=O)c2cccc(Cl)c2Cl)CC1,-3,0,0.4,3,-4,-3,18,-20,0,-18
O=C(NCc1ccc2c(c1)OCO2)c1cc(-n2cnnc2)ccc1Cl,2,-2,0.1,1,2,-2,15,-7,-3,-6
